Screening results as filed in PubChem.
AmpC no deterg – AmpC beta-lactamase inhibition without detergent. AmpC nitrocefin hydrolysis, absorbance 480 nm, 0.0001% Triton. Potency, µM (top dose mostly 57.1 µM), without a hit: top-dose activity change, negative = inhibition, actives largely listed as inhibitors. hit rate 0.52% among 330,000. AID 485341;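 also: potency is read from the fitted curve at half-maximal effect; plate controls were no compound for no effect and no enzyme for full effect; nearly all actives have a fitted effect of over 20% in size; some results filed as inactive show a strong effect at the top dose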
Target sequence (P00811 whole entry, looked up): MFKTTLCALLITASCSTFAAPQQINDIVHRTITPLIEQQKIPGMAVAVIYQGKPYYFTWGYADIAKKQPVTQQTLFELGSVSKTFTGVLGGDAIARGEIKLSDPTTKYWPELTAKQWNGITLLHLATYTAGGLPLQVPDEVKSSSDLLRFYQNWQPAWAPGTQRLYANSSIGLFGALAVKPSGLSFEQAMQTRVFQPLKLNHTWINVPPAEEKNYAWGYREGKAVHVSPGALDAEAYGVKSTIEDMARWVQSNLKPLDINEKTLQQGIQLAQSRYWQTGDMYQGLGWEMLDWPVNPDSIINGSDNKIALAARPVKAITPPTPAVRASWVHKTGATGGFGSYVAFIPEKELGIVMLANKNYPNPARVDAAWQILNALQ
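20 mM phosphate pH 7.0 + 0.01% (detergent screen) or 0.0001% Triton X-100; 5.3 nM AmpC reagent; cpd preinc 15 min RT; nitrocefin (800 uM stock) to start; A480 q20 s × 4 min; Activity was normalised to no-enzyme and no-compound control wells.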
AmpC detergent – blocks E. coli AmpC beta-lactamase in detergent assay; AmpC hydrolysis of nitrocefin, absorbance 480 nm, 0.01% Triton; Potency, µM (top dose mostly 114 µM), for inactives: at the highest dose activity change, negative = inhibition, actives largely listed as inhibitors; P00811; hit rate 0.041% among 370,000;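 also: potency is read from the fitted curve at half-maximal effect; 0% = no-compound wells and -100% = no-enzyme wells; nearly all actives have a fitted effect of over 25% in size; some results filed as inactive show a strong effect at the top dose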
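20 mM phosphate pH 7.0 + 0.01% (detergent screen) or 0.0001% Triton X-100; 5.3 nM AmpC reagent; cpd preinc 15 min RT; nitrocefin (800 uM stock) to start; A480 q20 s × 4 min; Activity was normalised to no-enzyme and no-compound control wells.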
Sm TGR inh – S. mansoni TGR enzyme inhibition; Q962Y6; purified TGR, DTNB reduction, TNB absorbance 405 nm; Potency, µM (highest dose often 114 µM), inactives show at the top dose activity change, negative = inhibition, actives largely listed as inhibitors; hit rate 3% among 360,000; AID 485364; also: potency is read from the fitted curve at half-maximal effect; nearly all actives have a fitted effect of over 60% in size
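TGR 20 nM + NADPH 100 uM (dispensed conc.), cpd preinc 15 min RT; start with NADPH (500 uM addition) then DTNB (15 mM addition). Kinetic TNB absorbance, 405 nm filter. Four-parameter Hill fit across titration.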
Giardia FBPA inh – Giardia lamblia aldolase inhibition; A8B2U2; purified Giardia FBPA; Potency, µM (titrated, usually from 59.6 µM), without a hit: top-dose activity, negative = inhibition, actives largely listed as inhibitors; hit rate 0.71% among 290,000; also: potency is read from the fitted curve at half-maximal effect; nearly all actives have a fitted effect of over 55% in size
Target sequence (A8B2U2 whole entry, looked up): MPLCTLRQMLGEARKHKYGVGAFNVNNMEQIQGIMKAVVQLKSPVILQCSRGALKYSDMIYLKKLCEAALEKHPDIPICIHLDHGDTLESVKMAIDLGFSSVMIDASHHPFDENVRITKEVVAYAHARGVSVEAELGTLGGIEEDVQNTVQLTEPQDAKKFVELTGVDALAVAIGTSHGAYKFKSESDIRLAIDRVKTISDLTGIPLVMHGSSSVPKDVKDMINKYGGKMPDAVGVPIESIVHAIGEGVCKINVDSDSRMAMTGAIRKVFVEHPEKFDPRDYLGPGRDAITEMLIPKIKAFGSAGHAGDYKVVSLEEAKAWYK
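40 nM FBPA preincubated 10 min at RT with compound (up to 57.5 uM final), then substrate plus GAPDH/TPI/NAD/arsenate coupling and diaphorase/resazurin added. Fluorescence read after 20 min at RT, 525/598 nm.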
HCMV inh – blocks human cytomegalovirus replication | activity change, negative = inhibition, % at 57.5 µM | HFF cells, HCMV-luciferase reporter, 72 h; active compounds read low | hit rate 4.5% among 410,000; in the data active = activity change below about -60%; inconclusive = no clear call, values can overlap the other calls; inactive = above about -39%
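Luciferase read-out from HCMV-luciferase-infected HFFs (MOI 1 PFU/cell) 72 h post infection at 37C; compounds added after 16 h cell attachment; activity normalized between buffer-only basal and Salinomycin (10uM) inhibitor controls.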
HCV inhibitor – blocks hepatitis C virus. Huh7.5.1 HCVcc-Cre infection, luciferase reporter, 44 h. Potency, µM (top dose mostly 41.8 µM), inactives show at the highest dose activity change, negative = inhibition, usual class: inhibitors. hit rate 3.4% among 340,000; also: potency is read from the fitted curve at half-maximal effect
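Infectious HCV cell culture screen: compound-treated cells (1,000/well, pre-plated 4 h) are infected with HCVcc-Cre at roughly 0.5 moi and grown 44 h. Infection is quantified by luciferase signal after 15 min substrate incubation at room temperature.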
Starred values were filed as active, the others as inactive; ? = inconclusive; · = no result given; ! = a repeat was not active; [ ] = another dose, or the depositor's remark. Unless noted, calls follow the shape of the dose curve; as a rule, active = well fitted curve in the direction sought with a large enough effect; inconclusive = small, poorly fitted or top-dose-only effect, or another doubt; inactive = no such curve, though single readings can be large; an effect the other way counts as inactive or inconclusive. Unless noted, % is scaled to controls: 0 for no effect and ±100 for the full control effect.

Screens in order: AmpC no deterg | AmpC detergent | Sm TGR inh | Giardia FBPA inh | HCMV inh | HCV inhibitor
> COc1cc(/C=C/C(=O)O)cc(S(=O)(=O)Nc2ccc3cn[nH]c3c2)c1OC
 : 6% | -1% | 0% | · | -4 | 12%
> Clc1cccc(Cl)c1CSc1nnc(/C=C/c2ccccc2)o1
 : -28% | 5% | 5% | -1% | -17 | -25%
> COc1ccc(S(=O)(=O)c2c(O)cc(C)c(NS(=O)(=O)c3ccccc3)c2C)cc1
 : -25% | 6% | -2% | -4% | -26 | 3%
> Nc1ncnc2c1ccn2[C@@H]1O[C@H](CO)[C@@H](O)[C@H]1O
 : · | · | · | 8% | -106* | 35µM*
> COC(=O)c1ccc(Cl)c(NC(C)=O)c1
 : -24% | ? | -13% | -2% | 31 | 1%
> CCCCNC(=O)Cn1nc(-c2ccc(C)cc2)ccc1=O
 : 4% | -3% | 7% | 12% | · | 4%
> COc1ccc(-c2nnc(-c3ccc(OCC(C)C)cc3)o2)cc1
 : 0% | -3% | 7% | · | 5 | -12%
> CN1C(=O)CCC1(O)c1ccccc1 (stereo unspecified)
 : -14% | ? | ? | -1% | 3 | 14%
> CCOc1cc(N)c(Cl)cc1C(=O)NCC1CN(Cc2ccc(F)cc2)CCO1 (stereo unspecified)
 : · | · | · | -13% | -66*! | ?
> COc1ccc(C(=O)N(CCc2ccccc2)Cc2cccs2)c(OC)c1
 : 14% | 8% | 4% | 14% | ? | -1%
> CCc1ccc(-c2cc(C)no2)cc1S(=O)(=O)N1CCN(c2ccccc2OC)CC1
 : 26% | ? | 3% | -3% | 0 | ?
> Cc1cccc(CN2CCCC(C(=O)N3CCCCC3)C2)c1 (stereo unspecified)
 : -19% | -3% | 1% | ? | -14 | 6%
> CN(CC(=O)OCC(=O)c1c(N)n(C)c(=O)n(C)c1=O)S(=O)(=O)c1ccc(Cl)cc1
 : 13% | -1% | -1% | 5% | -15 | 9%
> O=C(Nc1ccc(SC(F)F)cc1)c1ccccc1F
 : -25% | 8% | -5% | -9% | 25 | -19%
> Cc1cc(O)c(C(c2ccc(Cl)cc2)N2CCN(c3ccccc3)CC2)c(=O)n1Cc1ccco1 (stereo unspecified)
 : · | 15% | 5µM* | · | 17 | ·
> CCOC(=O)[C@H]1[C@H]2COc3ccc(Cl)cc3[C@@H]2N2C(=O)c3cc(Br)ccc3NC(=O)[C@@]12C
 : -19% | 2% | 1% | · | -13 | ?
> COc1cccc(C(=O)N(C)c2nnc(-c3ccncc3)s2)c1
 : -25% | -7% | 1% | · | -6 | 2%
> Cc1ccc(CCc2nnc(SCC(=O)Nc3cc(Cl)ccc3Cl)n2-c2ccccc2)o1
 : -21% | ? | -25% | 0% | -26 | ?
> Cc1ccc(CC(=O)NC2CCN(C)CC2)cc1
 : 22% | ? | 4% | 1% | 46 | 13%
> CC(C)c1ccc(O)c(NC(=S)NC(=O)CCc2ccccc2)c1
 : -38% | 3% | 0% | -1% | -9 | 1%
> CCN1CCN(C(=O)C2CCN(S(=O)(=O)c3ccc(SC)cc3)CC2)CC1
 : 66%[activator] | 0% | 6% | -4% | 20 | -12%
> CN(C)Cc1ccccc1Sc1ccc(O)cc1O
 : -46% | -12% | -29% | -1% | -17 | 16%
> CCN1C(=O)/C(=C2\SC(=S)N(c3c(C)n(C)n(-c4ccccc4)c3=O)C2=O)c2ccccc21
 : -3% | -1% | -6% | -16% | 55 | 8%
> COc1ccc(OC)c(S(=O)(=O)Nc2cc3c4c(c2)CCN4C(=O)CC3)c1
 : -5% | 0% | 7% | · | 18 | 22%
> COc1cc(C(CCN2CCCCC2)c2c(OC)cc(OC)c3c(C)cc(=O)oc23)cc(OC)c1OC (stereo unspecified)
 : 68%[activator] | -2% | -7% | 0% | -3 | ?
> O=C(CCCn1c(=O)c2sccc2n(Cc2ccc(Cl)cc2)c1=O)NCc1ccc2c(c1)OCO2
 : · | 14% | 6% | · | ? | ·
> CCOc1ccc(/C=N/OCC(=O)NCc2ccco2)cc1
 : -4% | 3% | -5% | -1% | ? | 0%
> CCC1CCCCN1CCCNC(=O)c1ccc2c(c1)N(Cc1ccccc1F)C(=O)c1ccccc1S2(=O)=O (stereo unspecified)
 : · | 15% | 10% | · | -101* | ·
> CCN(c1ccccc1)S(=O)(=O)c1cc(C(=O)OC(C)C(=O)Nc2ccc3c(c2)OCCO3)ccc1C (stereo unspecified)
 : -31% | -2% | · | -3% | -15 | -8%
> Nc1c(C(=O)NCc2ccco2)nnn1CC(=O)Nc1ccc2c(c1)OCO2
 : -17% | ? | 0% | -2% | -16 | 8%
> N#Cc1c(-c2ccccc2Cl)c2c([nH]c1=O)-c1ccccc1OC2
 : ? | -15% | 9% | 27% | 10 | 8%
> O=C(NCc1cccc(F)c1)C1CCN(S(=O)(=O)Cc2ccccc2)CC1
 : -22% | -17% | -32% | 0% | 1 | -12%
> CCOC(=O)c1oc2ccccc2c1NC(=O)c1ccc(S(=O)(=O)N2CCCC2)cc1
 : -7% | -12% | 6% | 19% | -2 | 22%
> COCCN(C(=O)COC(=O)CCSc1ccc(F)cc1)c1c(N)n(Cc2ccccc2)c(=O)[nH]c1=O
 : 120%[activator] | 0% | -3% | · | -6 | -7%
> Cc1ccc(CN2CCC(CNC(=O)Nc3cccc(C)c3C)C2)cc1 (stereo unspecified)
 : · | 18% | 8% | · | -14 | ·
> Cc1cc(O)c2c(c1)C(=O)C13C(=C2O)C(=O)[C@H]2[C@@H](O)[C@@H]1[C@H]1[C@H](O)[C@@H]3C(=O)C3=C(O)c4c(O)cc(C)cc4C(=O)C312 (stereo partly specified)
 : -26% | 3% | ? | · | · | 10µM*
> CCc1cccc(C)c1NC(=O)COC(=O)C1CC(=O)N(CCc2ccc(OC)c(OC)c2)C1 (stereo unspecified)
 : 62%[activator] | -7% | 0% | · | -7 | -11%
> COCCCn1c(SCC(=O)NC(C)(C)C)nnc1-c1cccs1
 : 1% | -14% | -1% | 4% | -33 | 25%
> CCOC(=O)c1cnc(SC2CCc3ccccc3C2=O)nc1N (stereo unspecified)
 : -35% | -7% | ? | ? | 6 | -15%
> Cc1ccccc1COn1nnc2ccc(S(=O)(=O)N3CCOCC3)cc21
 : 1% | ? | 4% | · | -19 | 6%
> COc1ccc(CN(C)CC(=O)Nc2ccc(SC(F)F)cc2)cc1OC
 : 39% | 1% | -1% | 1% | -3 | ?
> Cc1ccc2cc(CN(CC3CCCO3)C(=O)Nc3ccccc3F)c3nnnn3c2c1 (stereo unspecified)
 : -4% | 3% | -8% | 1% | 21 | -6%
> CCOC(=O)c1cnc(-c2ccc(C(F)(F)F)cn2)[nH]c1=O
 : -20% | 5% | ? | 5µM* | -14 | 14%
> Cc1ccc(Cl)cc1N1CCN(C(=O)COc2cc(=O)n(C)c3ccccc23)CC1
 : · | 18% | 6% | · | -26 | ·
> CN(C(=O)CN(C)S(=O)(=O)c1ccc(F)cc1)c1c(N)n(Cc2ccccc2)c(=O)[nH]c1=O
 : -13% | ? | 0% | · | -15 | -2%
> COC(CN(C(=O)CCl)C(C(=O)NC1CCCCC1)c1ccccc1C)OC (stereo unspecified)
 : -37% | -6% | 7.1µM* | -5% | -97* | 10µM*
> COc1ccccc1CNc1nc(C)c(C(=O)N(C)C)s1
 : -15% | -3% | 5% | -5% | 12 | -6%
> CCCn1c(=O)c2ccccc2n2c(SCc3nc4ccccc4s3)nnc12
 : -29% | -12% | -17% | 1% | 25 | -26%
> Cc1ccccc1NS(=O)(=O)c1cc(OCC(N)=O)c(C)cc1Cl
 : -25% | 7% | 6% | -3% | -5 | 0%
> CC(Sc1ccc(S(=O)(=O)N2CCOCC2)cc1[N+](=O)[O-])C(=O)O (stereo unspecified)
 : -13% | -10% | -9% | 24% | -26 | 1%
> Cn1c(C(=O)NCc2cccc(F)c2)cc2cc(S(=O)(=O)N3CCCCC3)ccc21
 : · | -1% | 7% | · | -28 | ·
> Cc1ccccc1-n1c(O)c(/C=N/NC(=O)c2ccncc2)c(=O)[nH]c1=O
 : -11% | 0% | -31% | -8% | 19 | 3%
> CCc1ccc(CNc2ccc(N3CCN(C(C)=O)CC3)cc2)cc1
 : 110%[activator] | ? | ? | ? | -80* | ?
> CC(=O)N1CCN(C(=O)c2ccc(S(=O)(=O)Nc3ccccc3F)cc2)CC1
 : -18% | -4% | -4% | · | 22 | 18%
> CCc1cccc(CC)c1-n1c(SCC(=O)N2CCc3ccccc32)nc(O)cc1=O
 : -22% | · | · | · | 32 | 2%

A draw from above in order of length of the SMILES, ascending:
Screens in order: AmpC no deterg | AmpC detergent | Sm TGR inh | Giardia FBPA inh | HCMV inh | HCV inhibitor
> COc1ccccc1CNc1nc(C)c(C(=O)N(C)C)s1
 : -15% | -3% | 5% | -5% | 12 | -6%
> CCOC(=O)c1cnc(SC2CCc3ccccc3C2=O)nc1N (stereo unspecified)
 : -35% | -7% | ? | ? | 6 | -15%
> COC(CN(C(=O)CCl)C(C(=O)NC1CCCCC1)c1ccccc1C)OC (stereo unspecified)
 : -37% | -6% | 7.1µM* | -5% | -97* | 10µM*
> O=C(NCc1cccc(F)c1)C1CCN(S(=O)(=O)Cc2ccccc2)CC1
 : -22% | -17% | -32% | 0% | 1 | -12%
> Cc1ccc2cc(CN(CC3CCCO3)C(=O)Nc3ccccc3F)c3nnnn3c2c1 (stereo unspecified)
 : -4% | 3% | -8% | 1% | 21 | -6%
> CC(Sc1ccc(S(=O)(=O)N2CCOCC2)cc1[N+](=O)[O-])C(=O)O (stereo unspecified)
 : -13% | -10% | -9% | 24% | -26 | 1%
> Cc1ccccc1-n1c(O)c(/C=N/NC(=O)c2ccncc2)c(=O)[nH]c1=O
 : -11% | 0% | -31% | -8% | 19 | 3%
> Cn1c(C(=O)NCc2cccc(F)c2)cc2cc(S(=O)(=O)N3CCCCC3)ccc21
 : · | -1% | 7% | · | -28 | ·
> CCc1cccc(C)c1NC(=O)COC(=O)C1CC(=O)N(CCc2ccc(OC)c(OC)c2)C1 (stereo unspecified)
 : 62%[activator] | -7% | 0% | · | -7 | -11%
> CN(C(=O)CN(C)S(=O)(=O)c1ccc(F)cc1)c1c(N)n(Cc2ccccc2)c(=O)[nH]c1=O
 : -13% | ? | 0% | · | -15 | -2%
> Cc1cc(O)c2c(c1)C(=O)C13C(=C2O)C(=O)[C@H]2[C@@H](O)[C@@H]1[C@H]1[C@H](O)[C@@H]3C(=O)C3=C(O)c4c(O)cc(C)cc4C(=O)C312 (stereo partly specified)
 : -26% | 3% | ? | · | · | 10µM*

An excerpt from above with just Giardia FBPA inh and AmpC no deterg.
compound	Giardia FBPA inh	AmpC no deterg
CCCn1c(=O)c2ccccc2n2c(SCc3nc4ccccc4s3)nnc12	1%	-29%
Cc1ccccc1NS(=O)(=O)c1cc(OCC(N)=O)c(C)cc1Cl	-3%	-25%
